NCI-60 one-dose screen, 48 h, at 10 µM unless noted. Numbers give growth in % (100 = growth as untreated, 0 = no growth, -100 = all killed).
CCRF-CEM: CCRF-CEM leukemia; 77,000 compounds, 7% hits
MOLT-4: MOLT-4 leukemia cells | AID 1794779 | 80,000 compounds, 6.9% hits
MDA-MB-435: MDA-MB-435 melanoma | 82,000 compounds, 7.8% hits | AID 1794794
K-562: K-562 leukemia. 78,000 compounds, 7.4% hits. AID 1794777
RPMI-8226: RPMI-8226 leukemia cells; AID 1794781; 77,000 compounds, 7.5% hits
HOP-62: HOP-62 NSCLC | AID 1794735 | 80,000 compounds, 3.9% hits
SR: SR leukemia cells | AID 1794780 | 73,000 compounds, 8.7% hits
HOP-92: HOP-92 NSCLC cells; 71,000 compounds, 6.3% hits; AID 1794738
Numbers without * were called inactive; / = not tested or not shown; & = joins results of further samples. Rule for the calls: active = growth percent below 10; inactive = the rest.

SMILES | CCRF-CEM | MOLT-4 | MDA-MB-435 | K-562 | RPMI-8226 | HOP-62 | SR | HOP-92
CSc1nc2nc(-c3cc4ccccc4oc3=O)ccc2c(=O)n1C | 87.1 | 76.1 | 104.6 | 87.4 | 68.5 | 92.8 | 95.3 | 90.8
CCCCOC(=O)c1ccc(NC(=O)C(C)N(CC)CC)cc1 (stereo not given) | 88.7 | 91.9 | 96.3 | 98.7 | 97.9 | 83.3 | 92.8 | 68.9
O=C(Nc1ccccc1)c1cc(-c2ccccn2)nc2ccccc12 | 72.7 | 156.7 | 101.3 | 90.7 | 67.3 | 94.1 | 153.3 | /
CC1=CC(Cc2ccccc2)N(C)C(C(N)=O)C1 (stereo not given) | / | 106.1 | 98.4 | 100.6 | 101.8 | 104.3 | 103.4 | 130.3
CC(C)NCC(O)COc1ccc(CCOCC2CC2)cc1 (stereo not given) | 93.8 | 88.3 | 102.9 | 97.6 | 99.1 | 104.1 | 78.3 | /
O=C(CSc1nc2ccc([N+](=O)[O-])cc2[nH]1)Nc1cccc([N+](=O)[O-])c1 | 40.8 | 43.6 | 43.8 | 36.5 | 11.9 | 95.6 | 41.1 | -14.2*
COc1ccc(/C=N/NC(=O)c2c(Nc3ccccc3)nn(C)c2N)cc1OCc1ccccc1 | 95.1 | 77.9 | 97.3 | 93.1 | 89.5 | 104.9 | 78.5 | 57.3
CN1CCc2c(sc3ncnc(N/N=C/c4cccc(Cl)c4Cl)c23)C1 | 4.9* | 6.3* | 39.3 | -7.3* | -16.0* | -38.2* | 8.9* | 58.4
Cc1cccc(Cl)c1NC(=O)C(C)N1CCCC1 (stereo not given) | 93.7 | 94.7 | 104.0 | 97.6 | 95.5 | 98.3 | 95.6 | /
O=CN1N=C(c2cccc(Nc3ccncc3)c2)CC1c1ccc2c(c1)OCO2 (stereo not given) | 86.1 | 92.3 | 92.1 | 64.7 | 80.0 | 80.2 | 82.1 | 73.4
CNC(=O)Cc1nc(-c2cccc(NS(=O)(=O)c3c(F)cccc3F)c2F)c(-c2ccnc(Nc3ccccc3)n2)s1 | 87.6 | 68.4 | 48.3 | 20.5 | 100.8 | 43.3 | 76.4 | 17.3
CN(C)c1cccc2c(S(=O)(=O)Nc3cccc(-c4csc(N)n4)c3)cccc12 | 77.4 | 87.7 | 83.5 | 70.3 | 81.6 | 98.9 | 83.8 | 95.9
O=[N+]([O-])c1cc(S(=O)(=O)Nc2ccccc2)ccc1Cl | 85.9 | 89.0 | 98.6 | 83.9 | 88.4 | 104.4 | / | 90.0
C[Si](C)(C)N1C(=O)c2ccccc2C1=O | 100.4 | 105.1 | 94.8 | 105.7 | 98.6 | 107.2 | 114.5 | 104.6
CC(=O)c1nn(-c2ccccc2)c2nc3nccc(-c4cc5c(ccc6ccccc65)oc4=O)c3c(=O)n12 | 111.5 | 103.7 | 95.2 | / | / | 106.5 | 112.6 | 91.1
O=NN(CCCl)C(=O)NC1CCC(NC(=O)N(CCCl)N=O)CC1 (stereo not given) | 44.7 | 67.6 | 85.8 | 74.1 | 86.4 | 92.7 | / | 78.3
Cc1ccn2c(=S)[nH]nc2c1 | / | 57.7 | 104.2 | 109.9 | 99.6 | 106.7 | 100.9 | 121.8
COc1cc(-c2nc3sc(C4CC4)nn3c2-c2ccc(C(F)(F)F)cc2)cc(OC)c1OC | 77.7 | / | 75.4 | 71.1 | 53.7 | 74.5 | 52.2 | /
S=c1sscc1-c1ccccc1 | 104.6 | 99.8 | 120.1 | 101.1 | / | 108.3 | 95.8 | /
COc1cccc(Cc2cc(-c3ccccc3)nn(CC(=O)c3ccccc3)c2=O)c1 | 39.1 | 22.7 | 61.2 | 22.5 | / | 60.4 | 0.3* | 46.9
CC(=O)CCC(=O)O | 107.7 | 85.0 | / | 114.8 | 103.1 | / | 114.0 | 96.1
COc1ccc(CSc2nnc(SCC(=O)Nc3ccc(Cl)cc3)s2)cc1 | 53.3 | 58.0 | 67.2 | 15.6 | / | 89.0 | 86.1 | 78.0
Cc1ccccc1[C@@H]1C[C@@H]2Cc3cc(Br)c4ccccc4c3N1O2 | 83.7 | 85.2 | 54.4 | 59.9 | 101.7 | 85.6 | 53.1 | /
O=C1c2ccccc2C(=O)N1N(c1ccccc1)c1ccccc1 | 108.6 | 112.5 | 106.1 | / | 116.2 | 103.4 | 108.7 | 96.0
C=CC[Si](CC=C)(CC=C)OCC | 108.4 | 102.9 | 111.2 | 104.6 | 101.7 | 103.7 | 104.0 | 108.2
COc1cccc2oc(-c3ccc(O)cc3)cc(=O)c12 | 74.2 | 69.4 | 97.2 | 84.7 | 86.0 | 89.8 | 86.7 | 79.3
O=C(Nc1c2n(c3ccccc3c1=O)C(=O)CC2)c1ccccc1 | 101.8 | 103.2 | 105.5 | 112.5 | 108.2 | 106.6 | 99.9 | 95.1
CCCn1c(O)c(N=NC(=O)c2ccc(S(N)(=O)=O)cc2)c2ccccc21 | 94.9 | 92.6 | 105.1 | 89.9 | 97.8 | 97.8 | 108.2 | 105.6
N#Cc1c(=O)n(O)c2ccccc2[n+]1[O-] | 109.9 | 109.3 | 102.5 | 109.5 | 109.7 | 101.5 | 106.4 | /
COc1ccc(/C=C2/CN(C(=O)c3ccc(C)cc3)C/C(=C\c3ccc(OC)cc3)C2=O)cc1 | 71.3 | 69.3 | 41.3 | 23.7 | -6.1* | 89.7 | 12.8 | /
COc1cc(CC2=C(N(C)c3ccccc3)COC2=O)cc(OC)c1OC | 91.1 | 101.3 | 94.2 | 100.0 | 91.4 | 103.5 | 95.0 | 75.7
Nc1nc(N)c2c(n1)NC(c1ccccc1)C1CCc3ccccc3C1=N2 (stereo not given) | / | 15.1 | 28.4 | 12.1 | 24.5 | 70.2 | 19.3 | 72.2
COC(=O)CCc1ccc(NP(=O)(N2CC2)N2CC2)cc1 | 95.8 | / | 108.0 | / | 103.2 | / | / | 98.8
CC(CCN1CCN(CCC(C)CC(C)(C)C)C1CC(C)CC(C)(C)C)CC(C)(C)C (stereo not given) | 83.1 | 88.7 | 104.1 | 58.2 | 76.4 | 93.5 | 5.6* | /
Cc1ccc(C2CC(c3ccccc3)=NN2C(=O)c2ccc(S(C)(=O)=O)cc2)cc1 (stereo not given) | 107.3 | 69.7 | 103.0 | 92.2 | 82.2 | 88.1 | 109.3 | /
CC(C)CC(=O)C(CCc1ccccn1)C(C)C (stereo not given) | 97.2 | 107.8 | 104.2 | 106.8 | 95.8 | 112.5 | 108.1 | /
CC(=O)CCC1CCC(C(C)C)CC1 (stereo not given) | 98.5 | / | 106.8 | 96.5 | 108.7 | 88.4 | 126.4 | 92.5
COc1ccc(-n2c(SCc3cc(OC)c(OC)c(OC)c3)nc3ccc(Cl)cc3c2=O)cc1 | 92.6 | 72.4 | 87.6 | 71.4 | 66.2 | 101.1 | 95.6 | 57.0
CCCCN(CCCC)CC(O)c1cc(-c2ccc(C(F)(F)F)cc2)nc(-c2ccc(C(F)(F)F)cc2)c1 (stereo not given) | 109.0 | 74.5 | 98.1 | 73.5 | 79.8 | 95.6 | 77.0 | 71.1
N#C/C(=C\c1ccc2ccccc2c1)C(=O)Nc1sc2c(c1C#N)CCCC2 | 104.7 | 100.4 | 101.9 | 100.0 | 99.8 | 98.4 | 95.7 | 90.8
C=CC(=O)OCC(C)(C)C | 110.1 | 72.4 | 111.0 | 96.1 | 113.1 | 102.4 | 83.3 | 76.7
Nc1ccccc1SSc1ccccc1N | 64.4&82.6&85.1 | 85.8&94.7&91.5 | 91.3&99.4&116.6 | 104.2&93.4&92.0 | 99.3&94.7&77.4 | 113.5&101.7&105.0 | 79.8&81.4&106.2 | 103.4&103.3&85.8
NC(=O)c1ccccc1Br | 83.4 | 83.2 | 96.2 | 102.6 | 107.1 | 104.3 | 55.5 | 103.4
NC(=O)c1cccc(-n2ccc3cc(NC(=O)Nc4ccc(F)c(C(F)(F)F)c4)ccc32)n1 | 58.6 | 36.4 | 57.1 | 53.4 | / | 69.2 | 39.6 | 74.9
COC(=O)c1[nH]cc2c1[C@]1(CNc3ccc(Cl)cc31)c1[nH]c3ccc(Cl)cc3c1-2 | 62.3 | 58.2 | 93.2 | 70.5 | 75.9 | 72.1 | 78.3 | 71.4
O=C(c1ccccc1)c1ccc2nc(-c3ccccc3F)[nH]c2c1 | 115.0 | 99.8 | 100.9 | 100.6 | 104.6 | 106.4 | 97.3 | 110.4
C/C(=C(/c1ccc(Cl)cc1)c1ccc(OCCN)cc1)c1ccc(C)cc1 | 98.9 | 96.4 | 97.3 | 90.8 | 96.5 | 102.8 | 88.6 | 87.2
C[N+]1(C)Cc2ccccc2C1 | 122.5 | 98.8 | 96.6 | 95.4 | / | 100.2 | 94.0 | /
COc1cccc2c1OC1(CCN(C)CC1)N1N=C(c3ccco3)CC21 (stereo not given) | 109.3 | 107.4 | 100.2 | 105.0 | 106.4 | 106.0 | 108.5 | 96.9
O=C(Nc1ccc(OCc2nnc(-c3ccc(Cl)cc3)o2)c(F)c1)Nc1ccc(Cl)c(C(F)(F)F)c1 | 4.0* | -1.6* | 8.0* | 11.2 | -22.2* | 16.6 | -15.4* | -19.3*
CSc1cc(N)ncn1 | 102.5 | 93.9 | 109.4 | 90.7 | 101.9 | 91.1 | 104.8 | 121.6
COc1ccc(Nc2ncccc2C(=O)Nc2nc3ccc(F)cc3s2)cc1 | 45.1 | 69.7 | 74.0 | 44.0 | 17.7 | 77.4 | 48.7 | 43.5
O=c1oc(=O)c2ccccc2c2ccccc12 | 93.7 | 97.7 | 107.4 | 94.2 | 94.6 | 104.7 | 102.5 | 93.5
COc1cc(-c2cc(/C=C3\C(=O)Nc4cc(Cl)ccc43)[nH]n2)cc(OC)c1OC | 13.2 | 13.5 | -0.7* | 23.4 | -28.0* | 43.3 | 16.8 | /
C/C(=N/NS(=O)(=O)c1ccc(N)cc1)C(C)(C)C | 55.7 | 94.4 | 106.4 | 88.0 | 80.5 | 97.9 | 95.1 | 84.0
O=C1C(=O)c2ccccc2C(O)=C1CCCc1ccc(C2CCCCC2)cc1 | 9.1* | 29.2 | 53.7 | 32.8 | 21.1 | 44.0 | 35.6 | 40.7
Brc1ccc(/C=N/Nc2ncnc3sc4c(c23)CCNC4)cc1 | / | 64.3 | 89.4 | 62.8 | / | 100.4 | 15.1 | 82.3
COc1ccc(Cn2c(Br)c3c(c2Br)-c2nc(N)sc2CC3)cc1 | 4.3* | 4.0* | -40.6* | 4.1* | 27.3 | 35.5 | 4.1* | 58.5
NC1=NN(c2ccccc2)C2=NC(=O)NC(c3ccc(Cl)cc3)C12 (stereo not given) | 84.7 | 88.5 | 95.0 | 82.8 | / | 95.0 | 70.9 | 73.5
Oc1[nH]c(=S)sc1/C=C1\C=Nc2ccccc21 | 98.0 | 102.4 | 104.8 | 102.2 | / | 89.4 | 105.7 | 96.5

Sorted by length of the SMILES (low to high): part of the list above.
SMILES | CCRF-CEM | MOLT-4 | MDA-MB-435 | K-562 | RPMI-8226 | HOP-62 | SR | HOP-92
CSc1cc(N)ncn1 | 102.5 | 93.9 | 109.4 | 90.7 | 101.9 | 91.1 | 104.8 | 121.6
C[N+]1(C)Cc2ccccc2C1 | 122.5 | 98.8 | 96.6 | 95.4 | / | 100.2 | 94.0 | /
C=CC[Si](CC=C)(CC=C)OCC | 108.4 | 102.9 | 111.2 | 104.6 | 101.7 | 103.7 | 104.0 | 108.2
O=C(Nc1ccccc1)c1cc(-c2ccccn2)nc2ccccc12 | 72.7 | 156.7 | 101.3 | 90.7 | 67.3 | 94.1 | 153.3 | /
CSc1nc2nc(-c3cc4ccccc4oc3=O)ccc2c(=O)n1C | 87.1 | 76.1 | 104.6 | 87.4 | 68.5 | 92.8 | 95.3 | 90.8
CCCn1c(O)c(N=NC(=O)c2ccc(S(N)(=O)=O)cc2)c2ccccc21 | 94.9 | 92.6 | 105.1 | 89.9 | 97.8 | 97.8 | 108.2 | 105.6
CC(CCN1CCN(CCC(C)CC(C)(C)C)C1CC(C)CC(C)(C)C)CC(C)(C)C (stereo not given) | 83.1 | 88.7 | 104.1 | 58.2 | 76.4 | 93.5 | 5.6* | /
COc1ccc(/C=N/NC(=O)c2c(Nc3ccccc3)nn(C)c2N)cc1OCc1ccccc1 | 95.1 | 77.9 | 97.3 | 93.1 | 89.5 | 104.9 | 78.5 | 57.3

Next records:
SMILES | CCRF-CEM | MOLT-4 | MDA-MB-435 | K-562 | RPMI-8226 | HOP-62 | SR | HOP-92
CCCCCCCCCCCCCCCCNC(=O)Nc1ccc(Cl)cc1 | 103.3 | 96.3 | 107.9 | 102.2 | 97.6 | 102.7 | 90.4 | 81.4
Cc1cc(C(=O)C(C(c2ccccc2)N2CCOCC2)N2CCOCC2)ccc1Cl (stereo not given) | / | 108.4 | 88.1 | 105.8 | 94.7 | 109.8 | 109.1 | 72.5
COc1ccc(S(=O)(=O)NCCNc2nc(Nc3ccc(N4CCN(C)CC4)cc3)nc3ccsc23)cc1 | 96.4 | 84.9 | 101.1 | 54.7 | 96.9 | 97.9 | 92.9 | 42.6
O=C1CS(=O)(=O)N(Cc2ccccc2)Cc2ccccc21 | 99.0 | 110.9 | 102.4 | 111.2 | 108.0 | 102.3 | 101.3 | 100.8
OCCNC(=S)Nc1ccc(-c2nc(N3C[C@H]4CC[C@@H](C3)O4)c3cccn3n2)cc1 | 18.9 | 16.7 | 0.3* | 19.1 | 5.4* | -14.3* | 11.1 | -21.2*
O=C(Nc1ccc(C(=O)O)cc1)Nc1nc2ccccc2s1 | 94.4 | 103.4 | 104.4 | 96.0 | 100.3 | 89.8 | 101.0 | 97.1
Fc1cc(-c2cnc(Cl)nc2NC2CCCCCC2)cc(F)c1F | 93.0 | 92.1 | 98.1 | 103.4 | 86.2 | 116.5 | 88.9 | /

High-throughput results as filed in PubChem.

Outcome played no part in choosing rows. About 14% of those tested had a hit in this group.
